PostGolgi ctrl: inhibits growth of the yeast control strain | AID 738 | inhibition, % at 10 µM | 5% of 98,000 active | efflux-deficient yeast background strain, growth absorbance A615, 16 h
CYP2C19 inh: inhibitors of human CYP2C19. 21% of 96,000 active. CYP2C19 Supersomes, luciferin-H EGE luminescence, 30 min. inhibition, % at 5 µM. P33261;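 active means CYP2C19 inhibition above a set limit at 5 µM in the primary screen, cut at about 50% in these data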;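 further: plate controls were negative control wells for no effect and 2.5 mM tranylcypromine positive control for full effect; values of inactives mirror those of a sister screen read the other way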
Target sequence (P33261 whole entry, looked up): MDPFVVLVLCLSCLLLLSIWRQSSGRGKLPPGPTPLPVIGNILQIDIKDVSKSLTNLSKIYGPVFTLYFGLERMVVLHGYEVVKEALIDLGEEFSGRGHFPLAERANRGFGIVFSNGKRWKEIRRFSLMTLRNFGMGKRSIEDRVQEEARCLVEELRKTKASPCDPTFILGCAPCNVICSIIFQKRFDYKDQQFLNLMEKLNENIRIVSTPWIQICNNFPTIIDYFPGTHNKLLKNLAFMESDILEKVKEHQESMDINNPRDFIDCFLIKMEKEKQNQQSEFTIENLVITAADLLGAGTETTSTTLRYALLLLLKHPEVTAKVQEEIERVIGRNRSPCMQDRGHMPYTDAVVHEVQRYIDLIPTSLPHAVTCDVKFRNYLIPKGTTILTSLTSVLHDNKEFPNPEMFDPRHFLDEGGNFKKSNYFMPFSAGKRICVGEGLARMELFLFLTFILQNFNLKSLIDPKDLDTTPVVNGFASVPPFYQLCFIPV
S1P2 antag: antagonists of human S1P2 receptor | O95136 | inhibition, % at 5 µM | 0.21% of 97,000 active | AID 736 | cell-based S1P2 antagonist assay, inhibition at 5 uM; in the data active means inhibition above about 45%;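 further: CRE beta-lactamase reporter cells expressing human S1P2 stimulated with S1P; 0% = agonist at EC80 alone and 100% = agonist plus reference antagonist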
Target sequence (O95136 whole entry, looked up): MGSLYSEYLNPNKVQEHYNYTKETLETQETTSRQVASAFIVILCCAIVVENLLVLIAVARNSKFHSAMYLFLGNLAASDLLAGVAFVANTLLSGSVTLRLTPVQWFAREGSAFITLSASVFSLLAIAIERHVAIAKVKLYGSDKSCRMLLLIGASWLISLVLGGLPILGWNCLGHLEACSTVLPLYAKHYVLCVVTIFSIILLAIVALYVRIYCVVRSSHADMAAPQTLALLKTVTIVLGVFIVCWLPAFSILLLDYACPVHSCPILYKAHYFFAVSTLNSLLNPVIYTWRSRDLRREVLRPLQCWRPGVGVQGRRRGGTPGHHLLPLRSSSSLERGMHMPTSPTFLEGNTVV
S1P2 ag: agonists of human S1P2 receptor | activation, % at 4.5 µM | 0.46% of 97,000 active | S1P2-expressing cell line, agonist reporter read-out; in the data active means activation above about 16%;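 further: 0% = vehicle low control and 100% = maximal reference agonist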
sEH act: soluble epoxide hydrolase (human) activation; P34913; purified human sEH enzymatic activity, activator screen; activation, % at 2 µM; 0.04% of 91,000 active; AID 717; in the data active means activation above about 37%; further: values of inactives mirror those of a sister screen read the other way
DAT uptake mod: modulates human dopamine transporter uptake under cocaine; Q01959; LLC-PK1 hDAT cells, [14C]-dopamine uptake with cocaine IC80; actives deviate in either direction; B-score at 10 µM; 1.3% of 110,000 active;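 active means Z score or B-score, a plate-position-corrected score, falls beyond the plate's 99.7% confidence bounds, in either direction; inactive means both scores lie inside the 99.7% bounds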;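 further: scored against the spread of the other compound wells on the same plate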
sEH inh: soluble epoxide hydrolase (human) inhibition. P34913. recombinant human sEH enzymatic activity assay. inhibition, % at 2 µM. 0.34% of 91,000 active; in the data active means inhibition above about 80%; further: values of inactives mirror those of a sister screen read the other way; many of its hits are not listed in these tables
CYP2C19 activ: cytochrome P450 2C19 (human) activation; P33261; recombinant CYP2C19, luciferin-H EGE luminescence; stronger effect = higher value; 0 = fully inhibited enzyme, 1 = untreated enzyme; activation factor at 5 µM; 96,000 tested, under 10 active;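 active means activation factor of at least 2 at 5 µM in the primary screen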;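 further: 0 = wells with 2.5 mM tranylcypromine and 1 = vehicle-only wells; values of inactives mirror those of a sister screen read the other way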
PostGolgi yeast: growth inhibition of a yeast mutant, post-Golgi transport screen | post-Golgi transport phenotypic cell assay | inhibition, % at 10 µM | 0.9% of 98,000 active;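 further: yeast cells grown in 1536-well plates; yeast grown about 18 h at 30C before absorbance read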
An asterisk follows results filed as active; nt = not tested or not shown. Unless noted, no stated cut-off is given here; in the data, active means inhibition above about 30%; inactive means the rest. These rows are one share of the data; count on the stated rates, not on these rows.

canonical_smiles,sEH act,PostGolgi yeast,PostGolgi ctrl,S1P2 ag,DAT uptake mod,CYP2C19 activ,S1P2 antag,sEH inh,CYP2C19 inh
Cc1ccc(-c2nc3ccccc3c(=O)n2-c2nccs2)cc1,4,5,0,-1,-0.51,1,23,-3,2
CC(=O)N1CN2CN(C(C)=O)CC(C(=O)c3ccc(Br)cc3)(C2)C1,6,-1,0,-2,-0.5,1.1,17,-7,-6
CCSc1nnc(C(N)Cc2ccccc2)o1 (centres undefined),-4,9,2,-2,-0.33,1,18,5,-2
CN(C)Cc1ccccc1OC(=O)N(C)C,8,0,21,-6,0.69,1,0,-9,1
N=c1n(CCO)c2ccccc2n1Cc1ccccc1,nt,-3,4,-6,-0.42,1,9,nt,5
CC(C)n1cc(C(=O)N(CC(=O)NC(C)(C)C)Cc2ccccc2)cn1,-2,nt,nt,2,-0.034,nt,-34,7,nt
Cn1c(O)c(C(c2ccncc2)c2c(O)n(C)c(=S)n(C)c2=O)c(=O)n(C)c1=S,4,2,6,-6,-0.54,1.1,5,-2,-7
Cc1cc(C=C2C(=O)N(C)C(=S)N(C)C2=O)c(C)n1C1CCCCC1,1,-1,14,-3,-0.91,1,-6,-1,1
Cc1nnc2n1-c1ccc(Br)cc1C(c1ccccc1Cl)=NC2,-2,0,-6,-9,0.005,1,13,1,-1
CCOC(=O)C1C(=O)N(C)C2(C)CC1c1ccccc1O2 (centres undefined),18,-5,15,-4,-0.75,1,4,-18,0
COc1cc(OC)c(OC)cc1CNCCc1ccc(OC)c(OC)c1,nt,-4,3,nt,-0.4,1.1,nt,nt,-8
CCCCn1c(O)c(C(C)=Nc2ccc(OCC)cc2)c(=O)[nH]c1=O,-2,52*,26,-5,-0.056,0.8,10,4,25
O=C1N(CN2CCOCC2)c2ccccc2C1(O)c1c[nH]c2ccccc12 (centres undefined),-12,1,-8,-10,0.99,0.8,3,10,18
Cc1ccc(C2NC(=S)NC(c3ccc(C)cc3)C23C(=O)NC(=O)NC3=O)cc1 (centres undefined),-3,2,4,-8,1.1,1.1,-7,6,-6
CCCCCSc1cc(OC)c(CCN)cc1OC,6,5,-3,-8,0.81,0,4,-6,96*
O=C(CSC1c2ccccc2-c2ccccc21)N/N=C/c1ccccc1,-23,-8,24,-3,-0.43,0.7,-1,19,25
N#CC1=C(N)Oc2c(c(=O)oc3ccccc23)C1c1cccnc1 (centres undefined),nt,2,10,nt,-0.65,1.1,nt,nt,-9
Cc1ccccc1C1=NCC(=O)N(CC(=O)NCc2ccco2)c2sc3c(c21)CCCC3,7,5,10,-3,0.9,0.3,-5,-7,66*
CCCCn1c(O)c(C=NC2CCCCC2N)c(=O)[nH]c1=O (centres undefined),-6,-8,2,-5,-8.8*,1.2,-3,6,-16
COc1ccc(C(=O)C2CN(C)CC2C(=O)c2ccc(OC)cc2)cc1 (centres undefined),-10,-7,20,-1,0.15,0.9,14,12,9
Cn1c(O)c(C(=O)c2ccccc2F)c(=O)n(C)c1=O,3,2,21,-1,-1.4,1,-26,-2,-1
C=CCn1c(O)c(C(C)=NCCc2ccccc2)c(=O)[nH]c1=O,9,2,8,-1,1.2,0.9,-20,-10,6
Nc1ccc(C(=O)N/N=C2/CN3CCC2CC3)cc1,-3,-3,9,0,0.14,0.8,-20,0,16
Nc1ccccc1C(=O)OCC(=O)N1CCc2ccccc21,6,4,6,-4,-0.032,0.8,0,-4,22
O=c1c2ccccc2nc(-c2ccc(Cl)cc2Cl)n1-c1ccncc1,10,14,9,-4,0.59,0.2,16,-9,76*

canonical_smiles,sEH act,PostGolgi yeast,PostGolgi ctrl,S1P2 ag,DAT uptake mod,CYP2C19 activ,S1P2 antag,sEH inh,CYP2C19 inh
O=c1[nH]c(=O)n(CCC2=CCCCC2)c(O)c1C=NCc1cccnc1,3,-4,8,-2,nt,1,-8,-4,0
CC(C)NS(=O)(=O)c1ccc(OCC(=O)N2CCN(Cc3ccc4c(c3)OCO4)CC2)c(Cl)c1,-8,-4,5,-6,1.2,0.3,-2,10,71*
CC[N+](CC)(CC)CCCCCCCCCC[N+](CC)(CC)CC,18,-12,-5,-1,-0.91,0.9,-13,-23,15
COc1ccc(C(CC(=O)N2CCC3(CC2)OCCO3)NS(=O)(=O)c2ccc(OC)cc2)cc1 (centres undefined),nt,1,6,nt,-0.04,0.7,nt,nt,30
CC(C(=O)Nc1ccc(Br)cc1C(=O)c1ccccc1)N1CCCCC1 (centres undefined),9,0,28,-5,-1.3,0.7,1,-8,34
Cc1oc(-c2cccs2)nc1CSCC(=O)N1CCC2(CC1)OCCO2,1,-3,17,-3,-0.2,0.6,-10,0,44
CC(=O)c1c(C)n(C(C)C)c2ccc(O)cc12,1,nt,nt,0,nt,nt,1,0,nt
COP(=O)(OC)C1(Nc2ccc(C)cc2)CCCCC1,10,1,2,-2,0.41,0.2,1,-10,83*
C=CCn1c(O)c(C(C)=Nc2cc(OC)ccc2OC)c(=O)[nH]c1=O,-2,9,9,-2,1.2,0.8,-9,1,20
CC1(C)CN2C(c3ccc(Cl)cc3)N2C1 (centres undefined),-2,-9,6,-1,-0.048,1.1,-11,-3,-8
c1ccc(CN2CCN(Cc3ccc4c(c3)OCCO4)CC2)cc1,-10,3,14,-3,0.47,1,-1,10,-2
O=c1[nH]c(=O)n(CCc2ccccc2)c(O)c1C=NCCN1CCNCC1,-10,0,2,-1,nt,1.1,4,12,-15
CC(c1ccc(F)cc1)n1cc(C(=O)NCc2ccc3c(c2)OCO3)nn1 (centres undefined),-21,13,6,-7,1.7,1,6,21,-3
CCOC(=O)C1=C(C)OC(N)=C(C(=O)OCC)[C@@]12C(=O)N(CC(N)=O)c1ccccc12,nt,18,-11,-3,-0.82,1.1,-2,nt,-8
CC(C)CCOC(=O)c1c(N)n(CC2CCCO2)c2nc3ccccc3nc12 (centres undefined),-2,10,13,3,0.44,1.1,8,0,-9
CCN(CC)C(=O)c1ccc(NC(=O)c2cc(-n3cnnc3)ccc2Cl)cc1,14,6,-5,-5,0.83,0.9,-2,-10,11
Cn1c(O)c(C(c2ccccn2)c2c(O)n(C)c(=S)[nH]c2=O)c(=O)[nH]c1=S,9,12,-6,-6,nt,1,19,-12,3
CC(C)COc1ccc(C2(C#N)CC[N+](C)(C)CC2)cc1,4,-4,-1,-2,-0.011,1.1,11,-1,-12
CCCCOP(=O)(OCCCC)/C(C#N)=C(/C)O,13,7,14,-5,-0.41,1,-8,-18,-1
CCOc1ccc(CN(CCCl)CCCl)cc1C(=O)OC,9,-1,23,-5,-0.63,0.4,23,-5,64*
CCOC(=O)C1=C(N)Oc2cc(C)oc(=O)c2C12C(=O)N1c3c(cccc32)C(C)=CC1(C)C (centres undefined),-7,7,17,-8,-0.46,0.5,5,9,53*
COc1ccc2c(c1)CC1(CN2C)C(=O)NC(=O)N(c2ccc(C)cc2)C1=O (centres undefined),6,1,10,-5,0.55,0.9,0,-6,14
CN(C)C(=O)Oc1cccc2c(OC(=O)N(C)C)cccc12,9,-6,-1,-5,0.29,1.1,-3,-14,-10
CN1CCN(c2cc(N3CCCC3)c([N+](=O)[O-])cc2F)CC1,-12,8,10,-8,-0.42,0.7,27,14,30
CC(N=Cc1c(O)[nH]c(=O)[nH]c1=O)c1ccccc1 (centres undefined),-1,6,5,-5,0.014,0.9,13,0,11

canonical_smiles,sEH act,PostGolgi yeast,PostGolgi ctrl,S1P2 ag,DAT uptake mod,CYP2C19 activ,S1P2 antag,sEH inh,CYP2C19 inh
CN1CCN(c2ccc([N+](=O)[O-])c(N/N=C3\CN4CCC3CC4)c2)CC1,5,-1,3,-7,-0.4,1.2,31,-5,-16
CC/C(=C\C=C\[C@@H]1C=C[C@@H]2CCC[C@H]2[C@@H]1C(=O)c1ccc[nH]1)[C@@H]1O[C@@H]([C@@H](C)C(=O)O)CC[C@@H]1C,0,nt,nt,4,-4*,nt,-33,-4,nt
CCCCNC(=O)Nc1ccc(C(O)(C(=O)OC)C(F)(F)F)cc1 (centres undefined),-71,-14,10,-5,0.51,1,12,71,1
COc1ccc(CN2CCCCC2c2cccnc2)cc1C (centres undefined),nt,4,20,-4,-1.1,0.2,7,nt,80*
O=C(C(Cc1ccccc1)NS(=O)(=O)c1ccc(F)cc1)N1CCC2(CC1)OCCO2 (centres undefined),3,-2,3,-1,-0.00019,0.2,-23,-2,80*
Cc1sc2c(c1C)C(c1ccc(C(C)(C)C)cc1)=NCC(=O)N2CC(=O)Nc1nccs1,-1,4,26,-2,0.0071,0.9,2,3,10

A portion taken from the entries so far, as a working copy:
canonical_smiles,sEH act,PostGolgi yeast,PostGolgi ctrl,S1P2 ag,DAT uptake mod,CYP2C19 activ,S1P2 antag,sEH inh,CYP2C19 inh
CN1CCN(c2cc(N3CCCC3)c([N+](=O)[O-])cc2F)CC1,-12,8,10,-8,-0.42,0.7,27,14,30
CC(N=Cc1c(O)[nH]c(=O)[nH]c1=O)c1ccccc1 (centres undefined),-1,6,5,-5,0.014,0.9,13,0,11
CN1CCN(c2ccc([N+](=O)[O-])c(N/N=C3\CN4CCC3CC4)c2)CC1,5,-1,3,-7,-0.4,1.2,31,-5,-16
CC/C(=C\C=C\[C@@H]1C=C[C@@H]2CCC[C@H]2[C@@H]1C(=O)c1ccc[nH]1)[C@@H]1O[C@@H]([C@@H](C)C(=O)O)CC[C@@H]1C,0,nt,nt,4,-4*,nt,-33,-4,nt
CCCCNC(=O)Nc1ccc(C(O)(C(=O)OC)C(F)(F)F)cc1 (centres undefined),-71,-14,10,-5,0.51,1,12,71,1
COc1ccc(CN2CCCCC2c2cccnc2)cc1C (centres undefined),nt,4,20,-4,-1.1,0.2,7,nt,80*
O=C(C(Cc1ccccc1)NS(=O)(=O)c1ccc(F)cc1)N1CCC2(CC1)OCCO2 (centres undefined),3,-2,3,-1,-0.00019,0.2,-23,-2,80*
Cc1sc2c(c1C)C(c1ccc(C(C)(C)C)cc1)=NCC(=O)N2CC(=O)Nc1nccs1,-1,4,26,-2,0.0071,0.9,2,3,10

Bioassay records (PubChem BioAssay)
